TbPYK inhibitor – inhibitors of Trypanosoma brucei pyruvate kinase; Q57TT1; TbPYK enzyme, Kinase-Glo Plus ATP luminescence, 45 min; Potency, µM (top dose mostly 76.8 µM), without a hit: top-dose activity, negative = inhibition, usual class: inhibitors; 410,000 tested, 0.12% active; AID 624173; further: potency means the concentration at half of the fitted maximal effect; on the % scale 0 is the no-effect control and ±100 the full control effect; nearly all actives have a fitted effect of over 50% in size
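In this concentration-response screen, enzyme-free wells defined baseline while DMSO plates tracked drift. Each reaction combined TbPYK, substrate, compound and 130 uM ADP for 45 min at room temperature. Kinase-Glo Plus luminescence gave the signal.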
Pf growth 48h – P. falciparum growth inhibition at 48 hours (one generation) | 310,000 tested, 5.9% active | Potency, µM (top dose mostly 28.7 µM), inactives show at the highest dose activity change, negative = inhibition, usual class: inhibitors | P. falciparum luciferase growth in erythrocytes, 48 h; further: potency means the concentration at half of the fitted maximal effect; on the % scale 0 is the no-effect control and ±100 the full control effect
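Growth was read as firefly luciferase luminescence after a 48 h, 37 C, 5% CO2 exposure of compounds to reporter-bearing P. falciparum cultures (0.1% parasitemia, 2% hematocrit final) in Albumax-supplemented RPMI 1640.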
Shiga toxin inh – Shiga toxin inhibition; Vero cells, Shiga toxin protein synthesis inhibition reporter; 290,000 tested, 9.2% active; AID 2315; inhibition, % at 38.7 µM; in the data active means inhibition mostly above about 28%, no sharp cut-off; inactive means mostly below about 43%; further: 0% is about no effect
Pf growth 96h – P. falciparum growth inhibition at 96 hour, primary screen for plastid delayed-death inhibitors; 320,000 tested, 6.9% active; Potency, µM (titrated, usually from 28.7 µM), for inactives: at the top dose activity change, negative = inhibition, actives largely listed as inhibitors; P. falciparum luciferase reporter growth, 96 h; further: potency means the concentration at half of the fitted maximal effect; on the % scale 0 is the no-effect control and ±100 the full control effect
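Erythrocytes infected with luciferase-expressing P. falciparum were dispensed at 2% hematocrit and 0.05% parasitemia (final), then incubated with compounds 96 hours at 37 C in 5% CO2. Luminescence after detection reagent addition reported growth.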
CHX counter – affects cycloheximide protein synthesis inhibition readout, counter-screen. max response, %. AID 2314. 300,000 tested, 12% active. cell reporter, cycloheximide protein synthesis inhibition counterscreen; in the data active means max response mostly above about 13%, no sharp cut-off; inactive means mostly below about 14%; further: read at 38.3 µM for the half of the compounds with a filed dose; 0% is about no effect
HCV inh – inhibitors of hepatitis C virus infection; Huh7.5.1 HCVcc-Cre infection, luciferase reporter, 44 h; Potency, µM (series often up to 41.8 µM), for inactives: top-dose activity change, negative = inhibition, usual class: inhibitors; 340,000 tested, 3.4% active; AID 651820; further: potency means the concentration at half of the fitted maximal effect; on the % scale 0 is the no-effect control and ±100 the full control effect
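Whole-lifecycle infectious HCVcc-Cre system; cells 1,000/well, compound then virus (~0.5 moi) added 4 h after plating, 44 h culture. Luciferase read 15 sec following 15 min substrate incubation, room temp.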
LmPK inh – blocks Leishmania mexicana pyruvate kinase activity. Q27686. purified LmPK, Kinase-Glo ATP luminescence, 1 h. Potency, µM (titrated, usually from 57.5 µM), inactives show top-dose activity change, negative = inhibition, actives largely listed as inhibitors. 290,000 tested, 0.37% active. AID 1721; further: potency means the concentration at half of the fitted maximal effect; on the % scale 0 is the no-effect control and ±100 the full control effect
Target sequence (Q27686 whole entry, looked up): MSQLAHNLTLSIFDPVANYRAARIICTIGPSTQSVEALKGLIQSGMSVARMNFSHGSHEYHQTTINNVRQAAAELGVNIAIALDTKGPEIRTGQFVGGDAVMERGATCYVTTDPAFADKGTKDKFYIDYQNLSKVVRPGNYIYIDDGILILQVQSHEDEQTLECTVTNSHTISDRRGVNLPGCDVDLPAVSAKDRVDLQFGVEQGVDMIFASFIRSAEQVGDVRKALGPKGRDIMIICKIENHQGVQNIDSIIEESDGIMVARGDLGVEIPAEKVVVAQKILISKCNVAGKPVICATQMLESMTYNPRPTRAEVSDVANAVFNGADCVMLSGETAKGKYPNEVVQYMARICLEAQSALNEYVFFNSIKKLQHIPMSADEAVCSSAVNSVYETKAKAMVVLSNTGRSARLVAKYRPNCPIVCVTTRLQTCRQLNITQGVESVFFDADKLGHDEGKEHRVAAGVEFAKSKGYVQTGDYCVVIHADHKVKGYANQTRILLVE
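Screened at intermediate enzyme activity to detect both inhibitors and activators: LmPK at 0.1 nM, with a 0.5 nM enzyme column as activation reference. PEP 0.5 mM, ADP 0.1 mM; ATP detected by luminescence after 1 h.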
Starred values were filed as active, the others as inactive; & = joins results of further samples; [ ] = another dose, or the depositor's remark. Unless noted, the call rests on the fitted dose curve; in most records, active means well fitted curve in the direction sought with a large enough effect; inconclusive means small, poorly fitted or top-dose-only effect, or another doubt; inactive means no such curve, though single readings can be large; an effect the other way counts as inactive or inconclusive. The order is random; overall some 24% were active at least once.

How did CCOc1cc(N2CCOCC2)c(OCC)cc1NC(=O)c1ccc(S(C)(=O)=O)cc1 do in these assays?
TbPYK inhibitor: 1%; Pf growth 48h: inconclusive; Shiga toxin inh: -10; Pf growth 96h: inconclusive; CHX counter: -3; HCV inh: 14%; LmPK inh: -2%

What do the screens show for `CCc1ccc(NC(=O)CSCCO)cc1`?
TbPYK inhibitor: -10%; Pf growth 48h: 29%; Shiga toxin inh: 37*; Pf growth 96h: -5%; CHX counter: 14; HCV inh: 29%; LmPK inh: -2%

What do the screens show for `CCc1nnc(NC(=O)CN2C(=O)/C(=C/c3cc(OC)c(OC)c(OC)c3)SC2=S)s1`?
TbPYK inhibitor: -18%; Pf growth 48h: -2%; Shiga toxin inh: -4; Pf growth 96h: 32%[activator]; CHX counter: -1; HCV inh: 21%; LmPK inh: -1%

Results for COc1ccc(NC(=O)CSCC(=O)Nc2cccc3ncccc23)cc1 ?
TbPYK inhibitor: -4%; Pf growth 48h: 22%; Pf growth 96h: 10%; HCV inh: 0%[8.37 µM]

How did CN(C)c1ccc(C(C(=O)NC(C)(C)C)N(C(=O)c2csnn2)C2CC2)cc1 (configuration not stated) do in these assays?
TbPYK inhibitor: 3%; Pf growth 48h: -23%; Shiga toxin inh: 26; Pf growth 96h: -29%; CHX counter: 16; HCV inh: 13%; LmPK inh: 5%

What do the screens show for `CCOc1ccccc1N1CCN(C(=O)NCc2ccc(C)cc2)CC1`?
TbPYK inhibitor: 5%; Pf growth 48h: inconclusive; Shiga toxin inh: -17; Pf growth 96h: -11%; CHX counter: 7; HCV inh: -8%; LmPK inh: -3%

What do the screens show for `O=C(CSc1nc2ccccc2c(=O)n1-c1ccccc1)N1CCC1`?
TbPYK inhibitor: -13%; Pf growth 48h: inconclusive; Shiga toxin inh: -20; Pf growth 96h: inconclusive; CHX counter: -5; HCV inh: 15%; LmPK inh: 0%

How did CCC1Nc2ncnc(N3CCN(c4ccccc4)CC3)c2N(Cc2ccc(Cl)cc2)C1=O (configuration not stated) do in these assays?
TbPYK inhibitor: 0%; Pf growth 48h: inconclusive; Pf growth 96h: inconclusive; HCV inh: -52%

What do the screens show for `CC(C)OC(=O)CN1C(=O)c2ccccc2C1=O`?
TbPYK inhibitor: 0%; Pf growth 48h: 12%; Shiga toxin inh: -9; Pf growth 96h: 7.4µM*; CHX counter: 1; HCV inh: 17%; LmPK inh: 3%

How did CC(=O)N(CCN(C)C)c1nc2cc3c(cc2s1)OCCO3 do in these assays?
TbPYK inhibitor: -6%; Pf growth 48h: 73%[activator]; Shiga toxin inh: 66*; Pf growth 96h: 36%[activator]; CHX counter: 31*; HCV inh: 17%; LmPK inh: -7%

How did CCOC(=O)N1CCN(CC(O)COc2cc(C)ccc2C(C)C)CC1 (configuration not stated) do in these assays?
TbPYK inhibitor: -8%; Pf growth 48h: 20%; Shiga toxin inh: -14; Pf growth 96h: 59%[activator]; CHX counter: 5; HCV inh: -6%; LmPK inh: 0%

What do the screens show for `COc1ccc(C2CC(c3ccccc3)=NN2C(=O)CSc2nccc(=O)[nH]2)cc1` (configuration not stated)?
TbPYK inhibitor: 3%; Pf growth 48h: 4%; Shiga toxin inh: 51*; Pf growth 96h: inconclusive; CHX counter: 40*; HCV inh: 0%; LmPK inh: -2%

What do the screens show for `CCc1ccc(C(=O)NC(C(=O)O)C(C)C)cc1` (configuration not stated)?
Pf growth 48h: 10%; Shiga toxin inh: -14; Pf growth 96h: 7%; CHX counter: 1; HCV inh: 12%; LmPK inh: -1%

How did COc1cc(NC(=O)CNc2cccc(S(=O)(=O)N3CCOCC3)c2)cc(OC)c1 do in these assays?
TbPYK inhibitor: 1%; Pf growth 48h: inconclusive; Pf growth 96h: inconclusive; HCV inh: inconclusive

What do the screens show for `CCOC(=O)CSc1nc2ccccc2c(=O)n1C`?
TbPYK inhibitor: -11%; Pf growth 48h: inconclusive; Shiga toxin inh: -8; Pf growth 96h: -20%; CHX counter: -4; HCV inh: 5%; LmPK inh: 1%

Results for Cn1c(=O)[nH]c(=O)c2c1nc(SCCN1CCOCC1)n2CCCc1ccccc1 ?
TbPYK inhibitor: 1%; Shiga toxin inh: -17; Pf growth 96h: inconclusive; CHX counter: -6; HCV inh: 23%; LmPK inh: 9%

What do the screens show for `CN(C(=O)COC(=O)C1CCN(S(=O)(=O)c2ccc3c(c2)OCCO3)CC1)C1CCCCC1`?
TbPYK inhibitor: 0%; Pf growth 48h: 10%; Pf growth 96h: 11%; HCV inh: 24%

Results for O=C(COc1ccc(-c2nnco2)cc1)NC1CCCc2ccccc21 (configuration not stated) ?
TbPYK inhibitor: 0%; Pf growth 48h: -6%; Shiga toxin inh: -8; Pf growth 96h: inconclusive; CHX counter: -3; HCV inh: -22%; LmPK inh: -6%

Results for CCOCCCNC(=O)c1ccc(CS(=O)(=O)Cc2ccc(C)cc2)o1 ?
TbPYK inhibitor: 2%; Pf growth 48h: -3%; Shiga toxin inh: -26; Pf growth 96h: inconclusive; CHX counter: 2; HCV inh: 0%; LmPK inh: -3%

What do the screens show for `Nc1nc(NCC2CCCO2)nc(Nc2ccc(Cl)cc2)c1[N+](=O)[O-]` (configuration not stated)?
TbPYK inhibitor: -2%; Pf growth 48h: inconclusive; Shiga toxin inh: 17; Pf growth 96h: inconclusive; CHX counter: -4; HCV inh: -10%; LmPK inh: 3%

Reprinted at random: 2 records from the list
What do the screens show for `O=C(CSc1nc2ccccc2c(=O)n1-c1ccccc1)N1CCC1`?
TbPYK inhibitor: -13%; Pf growth 48h: inconclusive; Shiga toxin inh: -20; Pf growth 96h: inconclusive; CHX counter: -5; HCV inh: 15%; LmPK inh: 0%

What do the screens show for `COc1ccc(C2CC(c3ccccc3)=NN2C(=O)CSc2nccc(=O)[nH]2)cc1` (configuration not stated)?
TbPYK inhibitor: 3%; Pf growth 48h: 4%; Shiga toxin inh: 51*; Pf growth 96h: inconclusive; CHX counter: 40*; HCV inh: 0%; LmPK inh: -2%

Continuation:
What do the screens show for `CC(=O)NC1=C(Nc2ccc(N(C)C)cc2)C(=O)c2ccccc2C1=O`?
TbPYK inhibitor: -10%; Pf growth 48h: inconclusive; Shiga toxin inh: 116*; Pf growth 96h: inconclusive; CHX counter: 46*; HCV inh: inconclusive; LmPK inh: -15%

Results for NC(=O)c1ccc(N2CCN(S(=O)(=O)c3ccccc3)CC2)c([N+](=O)[O-])c1 ?
TbPYK inhibitor: 0%; Pf growth 48h: inconclusive; Shiga toxin inh: -3; Pf growth 96h: 35%[activator]; CHX counter: -2; HCV inh: 2.8µM*; LmPK inh: 8%

How did COc1ccc(CNC(=O)c2sc(=S)n(-c3ccc(OC)cc3)c2N)cc1 do in these assays?
TbPYK inhibitor: -26%; Pf growth 48h: -15%; Shiga toxin inh: -5; CHX counter: 5; HCV inh: 5%; LmPK inh: -1%

Results for Nc1c(C(=O)NCc2ccccc2)c2nc3ccccc3nc2n1CCCN1CCOCC1 ?
TbPYK inhibitor: 2%; Pf growth 48h: inconclusive; Shiga toxin inh: -6; Pf growth 96h: -103%; CHX counter: -4; HCV inh: -6%; LmPK inh: 7%

How did COc1cccc(NC(=O)Cn2nnc(C(=O)NCc3ccc4c(c3)OCO4)c2N)c1 do in these assays?
TbPYK inhibitor: 4%&1%; Pf growth 48h: 17%; Shiga toxin inh: -4; Pf growth 96h: -11%; CHX counter: -1; HCV inh: 17%; LmPK inh: 1%

Results for COn1c(C)c(C)c2c3nonc3ccc21 ?
TbPYK inhibitor: 0%; Pf growth 48h: -25%; Shiga toxin inh: -4; Pf growth 96h: 0%; CHX counter: 1; HCV inh: inconclusive; LmPK inh: -1%

How did O=C(NC1CC2CCC(C1)N2C(=O)NC1CCCCC1)NC12CC3CC(CC(C3)C1)C2 (configuration not stated) do in these assays?
TbPYK inhibitor: 0%; Pf growth 48h: inconclusive; Shiga toxin inh: 0; Pf growth 96h: 4%[5.75 µM]; CHX counter: -2; HCV inh: 10%; LmPK inh: -2%

Results for O=C(COc1ccccc1Cl)Nc1ccc(CN2CCCCC2)cc1 ?
TbPYK inhibitor: 2%; Pf growth 48h: inconclusive; Shiga toxin inh: -6; Pf growth 96h: -1%; CHX counter: -2; HCV inh: -11%; LmPK inh: 3%

How did Brc1ccc(Nc2nc(-c3cccnc3)cs2)cc1 do in these assays?
TbPYK inhibitor: 1%; Pf growth 48h: 6%; Shiga toxin inh: 121*; Pf growth 96h: 10%; CHX counter: 54*; HCV inh: inconclusive; LmPK inh: -4%

Results for CC(C)CCNC(=O)c1c[nH]c2ccc(S(=O)(=O)N3CCOCC3)cc2c1=O ?
TbPYK inhibitor: -3%; Pf growth 48h: inconclusive; Shiga toxin inh: -7; Pf growth 96h: inconclusive; CHX counter: 8; HCV inh: -16%; LmPK inh: 1%

How did Cc1cc(C)nc(SCCS(=O)(=O)Cc2ccccc2)n1 do in these assays?
TbPYK inhibitor: -5%; Pf growth 48h: 15%; Shiga toxin inh: -14; Pf growth 96h: -17%; CHX counter: -5; HCV inh: -5%; LmPK inh: -5%

Results for NNC(=O)c1csc(CS(=O)(=O)c2ccc(Cl)cc2)n1 ?
TbPYK inhibitor: 2%; Pf growth 48h: 6%; Shiga toxin inh: 20; Pf growth 96h: 16%; CHX counter: 10; HCV inh: 10%; LmPK inh: -8%

Results for CCCCCCCC#Cc1ccccc1/C=N/S(=O)c1ccc(C)cc1 (configuration not stated) ?
TbPYK inhibitor: 20µM*; Pf growth 48h: -57%; Shiga toxin inh: -5; Pf growth 96h: -8%; CHX counter: -2; HCV inh: 0%; LmPK inh: 5%

What do the screens show for `O=C(NCc1cccs1)C1CCN(C(=O)NCc2ccccc2)CC1`?
TbPYK inhibitor: -5%; Pf growth 48h: 2%; Shiga toxin inh: -6; Pf growth 96h: inconclusive; CHX counter: 1; HCV inh: -8%; LmPK inh: 2%

What do the screens show for `NC(=O)c1ccccc1N1CCCCC1`?
TbPYK inhibitor: 7%; Pf growth 48h: -4%; Shiga toxin inh: -7; Pf growth 96h: 9%; CHX counter: -2; HCV inh: 14%; LmPK inh: -2%

How did CCc1nnc(NC(=O)c2ccc(OC)cc2OC)s1 do in these assays?
TbPYK inhibitor: -7%; Pf growth 48h: 144%[activator]; Shiga toxin inh: 66*; Pf growth 96h: 2%; CHX counter: 38*; HCV inh: 8.9µM*; LmPK inh: -7%

Results for CC1CC(C)(C)NC(=S)N1CCCC(=O)Nc1ccc2c(c1)OCCO2 (configuration not stated) ?
TbPYK inhibitor: -19%; Pf growth 48h: 111%[activator]; Shiga toxin inh: 116*; Pf growth 96h: inconclusive; CHX counter: 42*; HCV inh: 15%; LmPK inh: -5%

What do the screens show for `CCOc1ccc(NC(=O)C2CCN(S(=O)(=O)c3cccs3)CC2)cc1`?
TbPYK inhibitor: -3%; Pf growth 48h: inconclusive; Shiga toxin inh: -4; Pf growth 96h: inconclusive; CHX counter: 4; HCV inh: inconclusive; LmPK inh: 2%

How did CCOC(=O)Cn1nc(C)n(-c2ccccc2)c1=O do in these assays?
TbPYK inhibitor: 3%; Pf growth 48h: 6%; Shiga toxin inh: -8; Pf growth 96h: 44%[activator]; CHX counter: -3; HCV inh: 12%; LmPK inh: -7%

Bioassay records: PubChem, National Center for Advancing Translational Sciences (NCATS)
